# NS5 inhibitors = flavivirus cap methylation enzyme inhibition – biochemical, confirmation dose response, primary screen (AID 588689); 340,000 compounds, 0.3% hits; inhibition, % at 25 µM; hits with a dose series show IC50 in µM; Dengue-2 NS5 methyltransferase capping enzyme assay, biochemical; higher % means a stronger effect; in the data active means a potency from the dose series; inconclusive means inhibition above about 29% without an active follow-up result
# NS5 inhibitors pilot replicate = second read-out of NS5 inhibitors, no call of its own (marks repeat the call); inhibition, %; measured here: pilot screen replicate inhibition
# The depositor's hits bear a star; ? = inconclusive. This is a subset; rates above refer to the full screens.
SMILES,NS5 inhibitors,others
COc1cc(N(C)C)ccc1C=c1c2ccccc2n2c1cc(-c1ccccc1)[n+]2C,17.8%,
Cc1cc(NC(=O)CSCC(=O)Nc2ccc(C)c(C)c2)no1,0.0%,
Cc1ccc(N2CC(C(=O)OCc3nc(N)nc(Nc4ccccc4C)n3)CC2=O)cc1 (stereo unspecified),3.0%,
Nc1cc(=O)nc2cn[nH]n12,0.0%,
O/C(=C\c1ccc2ccccc2n1)c1ccncc1,-62.0%,
O=C(COC(=O)c1n[nH]c(=O)c2ccccc12)Nc1ccccc1,-5.8%,
COc1ccc(NC(=O)CON=CC(=O)Nc2ccc(C)cc2)c(OC)c1,-3.3%,
O=C(Cc1ccc(NC(=O)C2CCCN(C(=O)C3CCCCC3)C2)cc1)Nc1cccc(C(=O)N2CCCCC2)c1 (stereo unspecified),-1.3%,
N#Cc1ccccc1OCC(=O)Nc1cc(S(=O)(=O)N2CCCCC2)ccc1N1CCOCC1,-12.1%,
O=C1OC(CCl)CN1Cc1ccc([N+](=O)[O-])cc1 (stereo unspecified),1.5%,
COCCCN1C(=O)C(CC(=O)NCC2CCCCC2)CC(C(=O)N2CCOCC2)=C1C (stereo unspecified),0.6%,
COc1ccc(CC(=O)Nc2cc(F)ccc2F)cc1S(=O)(=O)N1CCOCC1,-2.3%,
COc1ccccc1-c1sc2ccccc2c1-c1ccc(Br)nc1,-11.0%,
COc1ccc(C(N)=O)c(OCC(=O)Nc2cc(C)on2)c1,-5.5%,
C=CCn1c(SCC(=O)NC2CCCC2)nc2sc(C)cc2c1=O,0.0%,
Cc1cccnc1NC(=O)c1ccc(S(=O)(=O)N2CCCC2)cc1,0.6%,
CC(C)Sc1nc(N)nc2c1ncn2C1OC(CO)C(O)C1O (stereo unspecified),4.7%,
CC[C@]12c3[nH]c4cc(-c5ccco5)ccc4c3CCN1C(=O)[C@@H](CC(=O)NCCCN(C)C)C[C@@H]2C(=O)N1CCN(C(=O)c2ccco2)CC1,-3.6%,NS5 inhibitors pilot replicate=-7.9
O=C(O)CCSSCCC(=O)O,-8.7%,
COc1cc(OC)cc(-c2sc3ccc(OC)cc3c2C#CC2(N)CCCCC2)c1,-4.8%,
Cc1ccc(CNC(=O)COC(=O)COc2ccc(C#N)cc2)cc1,-4.1%,
CN(c1ccccc1)S(=O)(=O)c1cccc(C(=O)OCC(=O)Nc2ccc(C(N)=O)cc2)c1,7.3%,
CC(=O)c1c(OC(=O)c2ccccc2)ccnc1C(F)(F)F,0.0%,
CN(CC(=O)Nc1ccccc1Cl)C(=O)CCSc1ccc(F)cc1,4.3%,
CCc1ccc(CN(C)C(=O)c2cc(S(=O)(=O)N3CCN(CC)CC3)ccc2Cl)cc1,-5.1%,
CCCCn1c(N)c(N(CC)C(=O)C2=NN(c3ccccc3)C(=O)CC2)c(=O)[nH]c1=O,-2.6%,
N#CC(c1ccccc1)c1cnccn1 (stereo unspecified),-4.1%,
CCN(Cc1ccccc1)S(=O)(=O)c1ccccc1Br,-9.9%,NS5 inhibitors pilot replicate=2.1
COc1ccc([C@H]2CC(=O)C=C(c3ccc(OC)c(OC)c3)C2)cc1,-9.1%,
COc1ccccc1NC(=O)c1cc(C(=O)Nc2ccccc2OC)n(C)n1,-3.8%,
COc1ccc(S(=O)(=O)N2CCOCC2)cc1NC(=O)CSc1nnc(N)s1,-2.2%,
CC(Sc1nnc(-c2cccnc2)o1)C(=O)NC1CCCC1 (stereo unspecified),0.0%,
CCN(Cc1ccc2c(c1)OCCO2)S(=O)(=O)c1ccc(NC(C)=O)cc1,2.6%,
O=C(CCC(=O)N1CCN(c2ccccc2F)CC1)c1ccc(Cl)s1,6.2%,
O=C(CN1CCN(C(=O)c2ccc(-c3nc4ccccc4s3)o2)CC1)Nc1cccc(F)c1,-4.0%,
O=C(CN1CCN(S(=O)(=O)c2ccc(Br)s2)CC1)NC1CCCCC1,-3.0%,
O=C(O)c1ccccc1-c1ncc(-c2ccccc2)o1,2.3%,
CC(C)CN(C(=O)COC(=O)Cc1ccc(Cl)cc1)c1c(N)n(Cc2ccccc2)c(=O)[nH]c1=O,0.0%,
Cc1nn(-c2ccccn2)c2c1C(=O)CC(C)(C)C2N=[N+]=[N-] (stereo unspecified),-8.9%,NS5 inhibitors pilot replicate=-5.4
CCC(Oc1ccccc1)C(=O)OCC(=O)Nc1sccc1C(N)=O (stereo unspecified),-15.4%,
Cc1cc2occ(CC(=O)N(CC(C)C)c3c(N)n(Cc4ccccc4)c(=O)[nH]c3=O)c2cc1C,-1.5%,
Cc1ccc([C@H]2C[C@@H](O)[C@H](n3cc(COC(=O)c4ccccc4)nn3)CN2C(=O)c2cccs2)cc1,-9.7%,
COc1ccc(NC(=O)Nc2cccc3c2O[C@H](CN(C)Cc2ccc(-c4ccccc4)cc2)[C@@H](C)CN([C@H](C)CO)C3=O)cc1,-35.5%,
CN(CCc1ccccc1)C(=O)c1cccc(NC(=O)Cc2cccc(NC(=O)C3CCN(C(=O)C4CCCC4)CC3)c2)c1,3.6%,NS5 inhibitors pilot replicate=-2.1
CC(NC(=O)COC(=O)c1ccc(N2CCCC2=O)cc1)c1ccc(F)cc1 (stereo unspecified),5.5%,
CN(C)c1ccc(/C=N/NC(=O)c2ccc(-n3cnnn3)cc2)cc1,3.0%,
Cc1ccc(NC(=O)CSc2nnc(Cc3csc(C)n3)o2)cc1,-1.5%,
COc1ccc(CCC(=O)Nc2ccc(S(=O)(=O)N3CCOCC3)cc2)cc1OC,1.1%,
CCN(CC(=O)Nc1c(F)cccc1F)C(=O)CSC(=S)N1CCCC1,2.3%,
CC(Sc1nc2ccccc2c(=O)n1CC1CCCO1)C(=O)Nc1ccc(S(N)(=O)=O)cc1 (stereo unspecified),5.0%,
# Following part:
SMILES,NS5 inhibitors,others
CN1C[C@@H]2[C@@H]3C(=O)N(C)C(=O)[C@@H]3[C@](C)(C1=O)N2C(=O)c1ccc(C(C)(C)C)cc1,-5.6%,
CC(=O)OC[C@H]1O[C@@H](Oc2cc(O)cc3oc(-c4ccc(O)cc4)cc(=O)c23)[C@H](O[C@@H]2O[C@@H](C)[C@H](O)[C@@H](O)[C@H]2O)[C@@H](O)[C@@H]1O,2.0%,
O=C(CSc1nnc(-c2ccco2)n1-c1ccccc1)Nc1c(Cl)cc(Cl)cc1C(=O)O,7.0%,
O=S(=O)(c1cccc(Br)c1)N1CCN(S(=O)(=O)c2ccc3c(c2)OCCO3)CC1,2.5%,
CC(C)CC1C(=O)N(Cc2cn(Cc3ccco3)nn2)CCS(=O)(=O)N1Cc1ccc(-c2ccc(Cl)cc2)cc1 (stereo unspecified),-2.3%,
O=C(OCC(=O)N1CCCc2ccccc21)c1cc(S(=O)(=O)N2CCOCC2)ccc1Cl,3.6%,
COc1ccc(NC(=O)c2ccc3ccccc3c2OC)cc1,2.3%,
Cc1ccc2[nH]c(O)c(N=Nc3ccccc3[N+](=O)[O-])c2c1,7.7%,
COc1ccc2sc(-c3ccccc3OC)c(-c3ccc(OCCN(C)C)cc3)c2c1,-1.0%,NS5 inhibitors pilot replicate=1.8
O=C(Cc1cccc(NC(=O)C2CCN(C(=O)c3ccccc3)CC2)c1)Nc1cccc(C(=O)N2CCOCC2)c1,-6.5%,

# Of the compounds above, eight contain a thiophene ring, fused or not:
SMILES,NS5 inhibitors,others
COc1ccccc1-c1sc2ccccc2c1-c1ccc(Br)nc1,-11.0%,
C=CCn1c(SCC(=O)NC2CCCC2)nc2sc(C)cc2c1=O,0.0%,
COc1cc(OC)cc(-c2sc3ccc(OC)cc3c2C#CC2(N)CCCCC2)c1,-4.8%,
O=C(CCC(=O)N1CCN(c2ccccc2F)CC1)c1ccc(Cl)s1,6.2%,
O=C(CN1CCN(S(=O)(=O)c2ccc(Br)s2)CC1)NC1CCCCC1,-3.0%,
CCC(Oc1ccccc1)C(=O)OCC(=O)Nc1sccc1C(N)=O (stereo unspecified),-15.4%,
Cc1ccc([C@H]2C[C@@H](O)[C@H](n3cc(COC(=O)c4ccccc4)nn3)CN2C(=O)c2cccs2)cc1,-9.7%,
COc1ccc2sc(-c3ccccc3OC)c(-c3ccc(OCCN(C)C)cc3)c2c1,-1.0%,NS5 inhibitors pilot replicate=1.8

# Going on with the list:
SMILES,NS5 inhibitors,others
c1ccc2[nH]c(Cn3nnc4ccccc43)nc2c1,0.0%,
O=C(c1ccccc1)c1ccc(N2CCOCC2)cc1,2.3%,
COc1cccc(CN(C)C(=O)CCN(c2ccccc2)S(=O)(=O)c2ccc(C)cc2)c1OC,1.5%,
COC(=O)CCC(C)C1CCC2C3C(OC(C)=O)CC4CC(O)CCC4(C)C3CC(O)C12C (stereo unspecified),1.1%,
CC(C)(C)OC(=O)N[C@H](C(=O)OC(C)(C)C)c1ccc2c(c1)OCO2,1.6%,
COc1ccc(S(=O)(=O)Nc2cccc3c2O[C@H](CN(C)C(=O)Nc2ccc4c(c2)OCO4)[C@@H](C)CN([C@H](C)CO)C3=O)cc1,-0.8%,
CN(C(=O)COC(=O)c1cc(S(=O)(=O)N2CCOCC2)ccc1F)C1CCS(=O)(=O)C1 (stereo unspecified),-5.1%,
O=C1C2C3C=CC(CC3)C2S(=O)(=O)C2C3C=CC(CC3)C12 (stereo unspecified),1.7%,
Cc1ccc(S(=O)(=O)N2CCN(C(=O)n3ccnc3)CC2)cc1,-0.7%,
CCc1cc(Cn2nc(-c3ccccc3)cc2C(=O)NCc2ccc(C)cc2)on1,-4.2%,
CN(C(=O)c1ccc(NC(=O)Cc2ccc(NC(=O)C3CCCN(C(=O)c4ccccc4)C3)cc2)cc1)C1CC1 (stereo unspecified),-0.4%,
Cc1noc(C)c1C(=O)OC(C)C(=O)N(C)c1ccccc1 (stereo unspecified),-16.8%,
O=C(COc1ccccc1)Nc1ccc(F)cc1,-6.1%,
COc1ccc(CN2CCN(C(=O)c3ccc(S(=O)(=O)N4CCCCCC4)cc3)CC2)cc1F,1.5%,
COc1cccc(C(=O)OCC(=O)c2[nH]c(C)c(C(C)=O)c2C)c1,0.0%,
O=C(NCc1cccc(F)c1)c1cccc2c1C(=O)c1ccc(N3CCC(Cc4ccccc4)CC3)cc1S2(=O)=O,?,
CN(CC(=O)Nc1cc(S(=O)(=O)N2CCCC2)ccc1Cl)Cc1nc2ccccc2c(=O)[nH]1,1.5%,
O=C(CCN=C1NS(=O)(=O)c2ccccc21)OCC(=O)c1ccc(F)c(F)c1,-5.8%,
Cn1c(=O)c2c(ncn2CCOC(=O)C(C)(C)Oc2ccc(Cl)cc2)n(C)c1=O,-3.5%,
CC1CCCC(NC(=O)NC(=O)COC(=O)c2ccc(O)cc2O)C1C (stereo unspecified),5.2%,
COc1ccc(C(C)(C)C)cc1NC(=O)C1CC(=O)N(C2CCCC2)C1 (stereo unspecified),1.6%,
CC1(C)CC(=O)C=C(C#CC2(O)CCCCC2)C1,-8.0%,
O=C1CCN(Cc2ccccc2)C=C1c1ccc(C(F)(F)F)cc1,-1.3%,NS5 inhibitors pilot replicate=-0.9
CCCCn1c(N)c(N(CC(C)C)C(=O)C2CCN(C(=O)c3ccc(Cl)cc3)CC2)c(=O)[nH]c1=O,3.0%,
Cc1cc(C)c(NC(=O)CNC(=O)CNC(=O)C2CCCCC2)c(C)c1,-8.0%,
CC(NC(=O)CN1CCN(S(=O)(=O)c2ccc(Br)cc2)CC1)c1ccccc1 (stereo unspecified),-4.4%,
COC(=O)[C@H](C)N(Cc1ccc(Cl)c(Cl)c1)S(=O)(=O)CCN1CCN(c2ccccc2)CC1,-0.7%,
COc1ccc(/C=C/C(=O)OCC(=O)NCc2ccccc2)cc1OC,3.0%,
COc1ccc(OCCCC(=O)OCC(=O)Nc2sccc2C(N)=O)cc1,0.0%,
COc1ccc(C(=O)COC(=O)C(O)c2ccccc2)c(OC)c1 (stereo unspecified),-4.5%,
CCOC(=O)/C=c1/s/c(=C/c2ccc3cc(OC)ccc3c2)c(=O)n1CC(=O)NCc1ccc2c(c1)OCO2,?,
O=C(Nc1cccc(S(=O)(=O)N2CCOCC2)c1)c1cc(S(=O)(=O)N2CCOCC2)c(Cl)cc1Cl,2.2%,
Cc1ccc(Nc2ncnc(Cl)c2N)cc1,-3.5%,
Cc1cccc(C(=O)OCC(=O)N(C)C(c2ccccc2)c2ccccc2)c1[N+](=O)[O-],-3.1%,
CC1(C)C(=O)N(CCN2CCC(C(=O)c3ccc(F)cc3)CC2)c2ccccc21,3.7%,
CCOC(=O)c1c(C)[nH]c(NC(=O)NNC(=O)c2ccc(OC)cc2)c1C,1.5%,
CCC(=O)c1cc(Br)ccc1OCC(=O)N1CCN(S(=O)(=O)c2ccccc2)CC1,1.5%,
O=C(Nc1ccn(CCCN(CCCn2ccc(NC(=O)OCc3ccccc3)nc2=O)CCc2cc3ccccc3[nH]2)c(=O)n1)OCc1ccccc1,-6.6%,NS5 inhibitors pilot replicate=-4.3
CC1CN(C(=O)[C@@H]2CCCN2S(=O)(=O)c2ccc(Cl)cc2)CC(C)O1 (stereo partly specified),-0.8%,
Cc1ccc(C(=O)NCC(=O)OCC(=O)c2ccc(Cl)s2)cc1,-2.9%,
CCCCCN(C(=O)CCC(=O)OC(C)C(=O)c1ccccc1)c1c(N)n(CCCC)c(=O)[nH]c1=O (stereo unspecified),-6.5%,
CCOC(=O)C1CCCN(C(=O)c2ccc(-c3ccccc3Cl)o2)C1 (stereo unspecified),3.6%,
CC(Oc1ccc(Br)cc1)C(=O)NC1CCCCCC1 (stereo unspecified),-10.2%,
O=[N+]([O-])c1ccccc1Nc1ccccc1[N+](=O)[O-],4.0%,
CCCCCC(=O)N1C[C@@H](n2cc(C3CC3)nn2)[C@H](O)C[C@@H]1c1ccc(C)cc1,-10.8%,
Cc1sc2ccccc2c1CNC[C@H]1O[C@@H](n2ccc(N)nc2=O)[C@H](O)[C@@H]1O,-0.6%,
COC(=O)c1ccccc1S(=O)(=O)N1CCC(C(=O)N2CCC2)CC1,-2.6%,

# Retrieved by structure from the entries so far, three records:
SMILES,NS5 inhibitors,others
Cc1sc2ccccc2c1CNC[C@H]1O[C@@H](n2ccc(N)nc2=O)[C@H](O)[C@@H]1O,-0.6%,
COC(=O)c1ccccc1S(=O)(=O)N1CCC(C(=O)N2CCC2)CC1,-2.6%,
CC(Oc1ccc(Br)cc1)C(=O)NC1CCCCCC1 (stereo unspecified),-10.2%,
